# M. tuberculosis HTS – M. tuberculosis growth inhibition, HTS (AID 449762); inhibition, % at 25 µM; hits with a dose series show IC50 in µM; 330,000 compounds, 0.59% hits; M. tuberculosis H37Rv growth inhibition, 7H9 media; higher % means a stronger effect; in the data active = a potency from the dose series; inconclusive = inhibition above about 70% without an active follow-up result;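 note: bacterial growth assessed after seven days of incubation; strong numbers were not always called active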
# tuberculosis growth – growth inhibition of non-replicating M. tuberculosis (AID 488890); Mycobacterium tuberculosis non-replicating, growth inhibition; higher % means a stronger effect; inhibition, % at 25 µM; hits with a dose series show IC50 in µM; 320,000 compounds, 0.39% hits; in the data active = a potency from the dose series; inconclusive = inhibition mostly from about 82% at the one dose, without a potency; inactive = the rest, 99 in 100 with inhibition below about 76%;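 note: plate controls were DMSO cells for no effect and high antibiotic wells for full effect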
# Salmonella PhoP GFP – PhoP regulon inhibitors, Salmonella typhi PhoP promoter GFP reporter, confirmatory (AID 1850) | 310,000 compounds, 0.33% hits | Salmonella Typhi PhoP-promoter GFP reporter, fluorescence, 4 h; higher % means a stronger effect | one-dose inhibition, % at 50 µM; IC50 in µM for titrated hits; in the data active = a potency from the dose series; inconclusive = inhibition mostly from about 25% at the one dose, without a potency; inactive = the rest, 99 in 100 with inhibition below about 19%;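 note: 0% = induced wells with vehicle and 100% = uninduced wells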
# VEEV TC-83 Vero – inhibitors of VEEV TC-83 cytopathic effect, confirmation, Vero cells (AID 588727) | Vero cells, VEEV TC-83 cytopathic effect inhibition; higher % means a stronger effect | 350,000 compounds, 0.13% hits | one-dose inhibition, % at 20 µM; IC50 in µM for titrated hits; in the data active = a potency from the dose series; inconclusive = inhibition mostly from about 14% at the one dose, without a potency; inactive = the rest, 99 in 100 with inhibition below about 12%; note: strong numbers were not always called active
# influenza NS1A – H1N1 influenza NS1A inhibitors, functional cell based assay (AID 504329). NS1A functional cell-based assay, percent inhibition; higher % means a stronger effect. 340,000 compounds, 0.3% hits. inhibition, % at 12.5 µM; hits with a dose series show IC50 in µM; in the data active = a potency from the dose series; inconclusive = inhibition above about 27% without an active follow-up result; note: strong numbers were not always called active
# VEEV TC-83 Vero 10K pilot screen – also measured in VEEV TC-83 Vero; calls as there; inhibition, %; measured here: 10K pilot screen inhibition
# Numbers without * were called inactive; i = inactive; u = inconclusive; x = not tested or not shown; & = joins results of further samples.
SMILES,M. tuberculosis HTS,tuberculosis growth,Salmonella PhoP GFP,VEEV TC-83 Vero,influenza NS1A,others
CCOc1ccccc1-n1nnnc1SCC(=O)NCC1(N2CCOCC2)CCCCC1,-1%,15%,x,9.7%,1%,
Cn1c(SCC(=O)Nc2ccc(F)cc2)nnc1-c1cccnc1,0%,x,x,i,1%,
Cc1cc(S(=O)(=O)NCc2cccnc2)ccc1F,-10%,-13%,1%,0.0%,19%,
COc1ccc(N2C(=O)C(C)C(Cc3ccc(C)cc3)C2=O)cc1 (stereo not drawn),2%,35%,1%,2.2%,-3%,
C[n+]1c2n(c3ccccc31)N=C(c1ccc(Br)cc1)CS2,-5%,18%,10%,2.6%,-14%,
S=C(c1ccccc1)N1CCCC1,2%,5%,-2%,0.5%,5%,
Cc1nnc(SCC(=O)NNC(=O)c2ccco2)n1-c1ccccc1,-7%,-12%,0%,1.2%,-5%,
Cn1c(CNc2ccccn2)c(C#N)c2ccccc21,7%,16%,-8%,i,-5%,
CCOc1ccc(S(=O)(=O)NCCC(=O)NCCc2ccc(C(C)C)cc2)cc1,1%,20%,-2%,4.4%,-7%,
CC1(C)Cc2ccccc2-c2nc(NN)[nH]c(=O)c21,5%,-4%,-19%,6.9%,-14%,
O=C(NCc1ccco1)C(c1cccnc1)N(C(=O)Cn1nnc2ccccc21)c1ccccc1 (stereo not drawn),3%,11%,-1%&-9%,0.1%,-4%,
O=C(NCc1ccc(Cl)cc1)N1CCc2ccccc2C1,11%,19%,2%,i,-10%,
COc1cc(C2C3=C(Nc4ncnn42)c2ccccc2CC3)cc(OC)c1OC (stereo not drawn),-4%,-8%,9%,4.4%,-6%,
O=c1c(Cl)c(N2CCN(S(=O)(=O)c3ccc(F)cc3)CC2)cnn1-c1cccc(Cl)c1,4%,14%,2%,6.5%,11%,
COc1ccc(N(CC(=O)NC2CCCCC2)C(=O)CNC(=O)c2cccs2)cc1OC,-5%,5%,-6%,1.3%,3%,
Cn1c(Cc2cccs2)nnc1SCC(=O)Nc1ccccc1,-17%,-14%,-8%,3.1%,-13%,
CN(C)S(=O)(=O)c1ccc(NC(=S)NC(=O)C2CCC2)cc1,-4%,57%,-6%,3.5%,10%,
Cc1ccc(CNc2cc(-c3nn4c(C)nnc4s3)ccc2C)s1,6%,24%,-1%,0.8%,-8%,
Cc1nc2nc[nH]n2c(=O)c1NS(=O)(=O)c1ccc(F)cc1,-2%,-25%,14%,i,2%,
Cc1ccccc1C(=O)Nc1ccccc1C(=O)N/N=C\c1ccco1,7%,62%,-1%,5.9%,3%,VEEV TC-83 Vero 10K pilot screen=3.0
COc1cccc(/C=N/NC(=S)NCc2ccco2)c1OC,3%,8%,-1%,0.8%,2%,
CCOc1cccc(-c2c(C(=O)N/N=C/c3ccc(Br)cc3)nnn2-c2nonc2N)c1,18%,9%,5%,2.3%,5%,
CCN(CC)C(=O)c1cc(Cl)ccc1NC(=O)c1ccco1,0%,-5%,12%,i,1%,
N#C/C(=N/Nc1ccc([N+](=O)[O-])cc1)C(=N)N1CCCCC1,x,x,x,0.8%,10%,
COC(=O)Cc1cc(=O)n2[nH]c(SC)nc2n1,-2%,-16%,-4%,0.2%,12%,
N#Cc1nc(COc2ccc(Cl)cc2Cl)oc1N1CCOCC1,0%,16%,-6%,i,13%,
COCCN1C(=O)c2oc3ccccc3c(=O)c2C1c1ccc(O)c(OC)c1 (stereo not drawn),-1%,2%,6%,1.2%,-3%,
NC(=O)C1CCN(C(=O)CSc2nc3ccccc3s2)CC1,-7%,-6%,3%,1.7%,17%,VEEV TC-83 Vero 10K pilot screen=0.3
CC(C)CC(=O)Nc1ccc2c(c1)nc(CCN1CCCCC1)n2C,-4%,-3%,-6%,7.1%,-2%,
O=S(=O)(NC1CC2CCC1C2)c1ccc(Cl)cc1 (stereo not drawn),-4%,63%,0%,0.7%,2%,
O=C(NCc1cccnc1)c1cc(-c2ccccc2)on1,0%,-10%,-1%,1.2%,-6%,
CC1(C(=O)NNC(=O)c2ccc([N+](=O)[O-])cc2)CC1(Br)Br (stereo not drawn),-3%,15%,-10%,i,10%,
O=C(CCc1nnc2ccc(NCc3ccc(F)cc3)nn12)NC1CCCC1,-1%,4%,-1%,1.6%,5%,
Cc1ccc(C(=O)NNC(=O)CSc2nnc(-c3ccccc3)n2Cc2ccccc2)cc1,-4%,-1%,-4%,1.0%,-10%,
O=C(NCCC1CCCCN1S(=O)(=O)c1ccccc1)C(=O)NC1CCCC1 (stereo not drawn),-6%,3%,-1%,1.0%,-4%,
Cc1ccc(C(=O)NCC2CCCO2)cc1[N+](=O)[O-] (stereo not drawn),-10%,8%,-5%,1.0%,-3%,
CC1CN(S(=O)(=O)c2cccc(C(F)(F)F)c2)CC(C)O1 (stereo not drawn),-10%,-8%,10%,2.4%,x,
COc1cc(NC(=O)SC2=NCCS2)cc(OC)c1,x,x,x,i,4%,
COc1cc(OC)c(OC)cc1/C=C/C(=O)OCC(=O)Nc1c(C)n(C)n(-c2ccccc2)c1=O,x,x,x,2.3%,-8%,
O=C(Nc1nnc(S(=O)(=O)Nc2ccccc2)s1)c1ccccc1Cl,4%,26%,5%,0.8%,0%,
COc1ccc(C(C)=O)cc1CSc1nncn1C,10%,11%,0%,5.4%,-4%,
CC(=O)Nc1ccc(S(=O)(=O)NC2CCSc3ccccc32)cc1 (stereo not drawn),-3%,-11%,7%,i,4%,
C=CC[C@H](CC(=O)N(CCO)Cc1ccccc1)C(=O)N[C@H](COC(=O)[C@H](CC=C)CC(=O)OC(C)(C)C)Cc1ccccc1,-2%,25%,x,8.3%,-17%,
CC(C)N(CCC(C(N)=O)(c1ccccc1)c1ccccn1)C(C)C (stereo not drawn),-3%&-8%,-1%&-2%,-2%,0.2%&0.1%,3%&3%,
COC(=O)c1ccc(C(=O)OC)c(NC(=O)CSCc2ccc(Cl)cc2)c1,6%,22%,-15%,5.1%,-4%,
COc1ccc(-c2cc(C(=O)N(C)CC(=O)Nc3ccccc3Br)c3ccccc3n2)cc1OC,u,48%,-4%,1.8%,-6%,
CCOc1ccccc1C(=O)N[C@H](C(=O)OCC(=O)Nc1nnc(-c2ccccc2)o1)C(C)C,x,x,x,1.7%,1%,
Cc1ccccc1NS(=O)(=O)c1ccc(F)cc1,-12%,6%,-2%,2.5%,7%,VEEV TC-83 Vero 10K pilot screen=0.0

# Quoted at random: 2 entries already listed, in no set order.
SMILES,M. tuberculosis HTS,tuberculosis growth,Salmonella PhoP GFP,VEEV TC-83 Vero,influenza NS1A,others
COc1cc(OC)c(OC)cc1/C=C/C(=O)OCC(=O)Nc1c(C)n(C)n(-c2ccccc2)c1=O,x,x,x,2.3%,-8%,
O=C(Nc1nnc(S(=O)(=O)Nc2ccccc2)s1)c1ccccc1Cl,4%,26%,5%,0.8%,0%,

# Additional entries:
SMILES,M. tuberculosis HTS,tuberculosis growth,Salmonella PhoP GFP,VEEV TC-83 Vero,influenza NS1A,others
COc1ccc(Nc2nc(N)nc(SCc3nnc(C)s3)n2)cc1,-3%,4%,-3%,0.7%,0%,
COc1cc(-c2nn3c(Cc4ccccc4)nnc3s2)cc(OC)c1OC,-3%,9%,-4%,0.2%,-1%,
COc1ccc(-c2nn(-c3ccccc3)cc2/C=C2/SC(=S)N(CCCC(=O)O)C2=O)c(C)c1,4%,-3%,-5%,6.6%,14%,
COc1cccc(NC(=O)CS(=O)(=O)c2cccc3nsnc23)c1,11%,-5%,-23%,3.4%,8%,
COc1cccc(NC(=O)C(NCCC(C)C)c2ccccc2)c1 (stereo not drawn),-20%,16%,0%,i,-6%,
CC(=O)N(Cc1ccccc1)c1c(N)nc(N)[nH]c1=O,-1%,1%,-3%,0.6%,14%,
COc1cc(NC(=O)c2ccccc2)c(OC)cc1NC(=O)CN1C(=O)NC2(CCCCC2)C1=O,-4%,19%,x,6.0%,0%,
CCOC(=O)c1c(/N=C/c2ccc(C)cc2O)sc2c1CCN(C)C2,-2%,-8%,14%,0.0%,21%,
Cc1ccc(NC(=S)N/N=C/c2c(C)nn(-c3ccccc3)c2N2CCCC2)cc1,1%,-7%,-19%,1.3%,3%,
O=C(NNS(=O)(=O)c1ccccc1Cl)C1COc2ccccc2O1 (stereo not drawn),3%,33%,x,i,-1%,
Cc1ccc2nc(N3CCOCC3)c3nncn3c2c1,-1%,x,-19%,1.6%,6%,
CC(C)OCCCNC(=O)C1CCC(=O)N1C1CCCC1 (stereo not drawn),-4%,12%,-9%,3.3%,1%,
Cc1ccc(CNS(=O)(=O)c2ccc3c(c2)N(C)CCO3)cc1,-4%,9%,-10%,5.2%,-7%,
COc1cc(/C=C/C(=O)O)cc(S(=O)(=O)Nc2ccccc2C(=O)NCc2ccco2)c1OC,-8%,-1%,x,i,-12%,
CCOC(=O)c1c(-c2cccs2)csc1NC(C)=O,1%,13%,2%,1.3%,6%,
CCN1C(=S)SC(=O)C1=C1C=C(C)N(CCO)C(C)=C1,2%,6%,-16%,0.9%,0%,
O=[N+]([O-])c1ccc(CS(=O)c2ccccc2)cc1 (stereo not drawn),x,x,x,0.7%,-22%,
CCn1nc(C)c(/C=N/NC(=O)CSc2ccccn2)c1C,-1%,3%,8%,0.6%,x,
COc1ccc(NC(=O)c2sc3nc(N4CCCC4)c4c(c3c2N)CC(C)(C)OC4)c(OC)c1,41%,25%,6%,5.1%,-1%,
COc1ccc(C(=O)Nc2nnc(C)s2)cc1S(=O)(=O)N1CCOCC1,5%,13%,x,4.8%,-3%,
CCOC(=O)C1=C(C)NC(=S)NC1c1ccc(-c2cccc(Cl)c2C)o1 (stereo not drawn),13%,21%,-1%,11%,16%,
Cc1nn(CC(=O)NC(C)c2ccccc2)c(=O)c2ccccc12 (stereo not drawn),6%,1%,10%,3.1%,-3%,
CCN1C(=O)C(NC(C)=O)c2cc(Br)ccc21 (stereo not drawn),8%,18%,-7%,2.4%,-6%,
Cc1ccc(NC(=O)c2ccc3c(c2)[nH]c(=O)n3C(C)C)cc1,u,12%,3%,6.6%,-3%,
Cc1cc(C(=O)COC(=O)c2cccc(O)c2)c(C)n1C1CC1,-8%,-2%,x,2.1%,9%,
CCOC(=O)C1CCCN(c2c(NCC3CCCN3CC)c(=O)c2=O)C1 (stereo not drawn),-7%,x,-6%,0.8%,-8%,
CCCn1nnc(NC(=O)/C=C/c2cc(Br)ccc2OC)n1,3%,-1%,-15%,1.6%,-2%,
CCN1CCN(S(=O)(=O)c2cccc([N+](=O)[O-])c2)CC1,0%,-13%,-8%,2.0%,-3%,
COc1ccc(CC(=O)Nc2nnc(C(C)(C)C)s2)cc1OC,-3%,57%,-6%,0.6%,2%,
CC(C)(C)c1cc(/C=N/NC(=O)Cc2nc3ccccc3[nH]2)cc(C(C)(C)C)c1O,-4%,15%,-5%,0.9%,-4%,
Cc1cc(C(=O)NNC(=O)CN2C(=O)NC3(CCCCC3)C2=O)c(C)o1,-11%,8%,x,i,-1%,

# Compounds from the list above with a Cl atom:
SMILES,M. tuberculosis HTS,tuberculosis growth,Salmonella PhoP GFP,VEEV TC-83 Vero,influenza NS1A,others
O=C(NCc1ccc(Cl)cc1)N1CCc2ccccc2C1,11%,19%,2%,i,-10%,
O=c1c(Cl)c(N2CCN(S(=O)(=O)c3ccc(F)cc3)CC2)cnn1-c1cccc(Cl)c1,4%,14%,2%,6.5%,11%,
CCN(CC)C(=O)c1cc(Cl)ccc1NC(=O)c1ccco1,0%,-5%,12%,i,1%,
N#Cc1nc(COc2ccc(Cl)cc2Cl)oc1N1CCOCC1,0%,16%,-6%,i,13%,
O=S(=O)(NC1CC2CCC1C2)c1ccc(Cl)cc1 (stereo not drawn),-4%,63%,0%,0.7%,2%,
O=C(Nc1nnc(S(=O)(=O)Nc2ccccc2)s1)c1ccccc1Cl,4%,26%,5%,0.8%,0%,
COC(=O)c1ccc(C(=O)OC)c(NC(=O)CSCc2ccc(Cl)cc2)c1,6%,22%,-15%,5.1%,-4%,
O=C(NNS(=O)(=O)c1ccccc1Cl)C1COc2ccccc2O1 (stereo not drawn),3%,33%,x,i,-1%,
CCOC(=O)C1=C(C)NC(=S)NC1c1ccc(-c2cccc(Cl)c2C)o1 (stereo not drawn),13%,21%,-1%,11%,16%,
